Compound activity (PubChem BioAssay)
WT yeast gro inh: growth inhibition of WT strain, primary screen, mitochondrial fusion inhibitor project, WT and mutant strains, chemical genetic; mitochondrial fusion phenotypic screen; inhibition, % at 10 µM; 190,000 tested, 2.1% active; AID 1362, 2008; in the data active = inhibition above about 58%; tested in S. cerevisiae
human PMI inhibition: inhibitors of human PMI, primary screen, biochemical, fluorescence intensity, coupled assay (AID 1209) | Mannose-6-phosphate isomerase (Homo sapiens) | one-dose inhibition, % at 20 µM; IC50 in µM for titrated hits | purified PMI enzyme, coupled fluorescence intensity; higher % means a stronger effect | 190,000 tested, 0.42% active;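 note: plate controls were DMSO vehicle for no effect and wells lacking substrate for full effect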
PMI inhibition: human PMI inhibitors, high substrate, primary screen, biochemical, fluorescence intensity, high mannose 6-phosphate (AID 1220); Mannose-6-phosphate isomerase (Homo sapiens); recombinant PMI enzyme, coupled fluorescence intensity; higher % means a stronger effect; one-dose inhibition, % at 20 µM; IC50 in µM for titrated hits; 190,000 tested, 0.66% active
M1AAP inhibition: P. falciparum M1AAP inhibitors, biochemical, fluorogenic H-Leu-NHMec substrate, 1536-well (AID 1445). Aminopeptidase N (Plasmodium falciparum (isolate 3D7)). recombinant M1AAP, H-Leu-NHMec fluorogenic kinetic assay; higher % means a stronger effect. inhibition, % at 30 µM, or IC50 in µM where a hit was titrated. 220,000 tested, 0.42% active;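 active = primary inhibition above the hit cutoff, then over 50% inhibition at one or more dose response concentrations, cut at about 23% in these data, passing the limit was not always enough; inconclusive = conflicting primary data, or primary hits not chosen for dose response; inactive = low primary inhibition, or under 50% at every dose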;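 note: plate controls were DMSO full reaction for no effect and no enzyme background for full effect; strong numbers were not always called active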
UTI89 phage lysis: inhibition of K1F phage lysis, E. coli UTI89, bacterial capsule biogenesis inhibitors, alamar blue (AID 488966); E. coli UTI89 K1F phage lysis, alamar blue, 2 h; higher % means a stronger effect; inhibition, % at 100 µM, or IC50 in µM where a hit was titrated; 340,000 tested, 0.02% active;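 active = phage lysis inhibition, versus mean bacterial control, above a set limit; inconclusive = no clear call, values can overlap the other calls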;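 note: capsule biogenesis inhibitors block K1F phage lysis so surviving cells raise fluorescence; higher fluorescence means more inhibition of phage lysis; actives were called in the ten point dose series up to 300 µM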
TNAP activation fold: human TNAP enzyme activators, primary screen, biochemical, luminescent, no phosphate acceptor, uHTS (AID 1001). activation fold at 20 µM, or EC50 in µM where a hit was titrated. purified TNAP, luminescent activation assay, no phosphate acceptor; higher activation fold means a stronger effect. 200,000 tested, 0.03% active. Alkaline phosphatase, tissue-nonspecific isozyme (Homo sapiens); in the data active = activation fold from about 3, or a potency from the dose series; inactive = the rest, 99 in 100 with activation fold below about 1.6; note: many of its hits are not listed in these tables
Hep lipid drop: inhibitors of hepatocyte lipid droplet formation, primary screen, imaging, high-throughput imaging, BODIPY stain. AML12 mouse hepatocytes, oleate lipid droplets. inhibition, % at 6.5 µM. 240,000 tested, 0.4% active. AID 1656, 2009;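 active = lipid droplet intensity inhibited by at least 50%, with more than 500 cells counted; inconclusive = wells with under 300 cells, treated as cytotoxic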
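System: AML12 hepatocytes (mouse). Probe or stimulus: oleic acid at 100 µM to induce lipid droplet formation. Times: overnight treatment with compound plus oleate. Detection: Image-based BODIPY and DAPI two-channel analysis. Evaluation: percent inhibition of filter-corrected integrated lipid droplet intensity per well.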
ER stress rescue: rescue of cells from ER stress-induced death, primary screen, 384-well, CSM14.1, thapsigargin, ATP luminescence (AID 1222) | cellular ATP content (survival), % at 20 µM; hits with a dose series show EC50 in µM | CSM14.1 thapsigargin-induced death rescue, ATP luminescence; higher % means a stronger effect | 190,000 tested, under 10 active;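 active = EC50 below 50 µM in the dose-response confirmation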;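 note: death triggered by thapsigargin at about 15 µM added after 2 h compound pretreatment; cell ATP read after overnight thapsigargin exposure of roughly 18 to 22 hours; normalized against plate controls of thapsigargin alone and 5% DMSO vehicle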
Myeloid diff 2: induction of myeloid progenitor differentiation, primary screen, cell-based, flow cytometry, MLPCN library; ER-HoxA9 myeloid progenitors, lysozyme-GFP differentiation; calls only at 10 µM; 360,000 tested, 1% active; AID 624256, 2012;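 active = normalized GFP-positive differentiation at or above the plate's own cutoff, the solvent-only control mean plus 3 SD; inconclusive = no clear call, values can overlap the other calls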;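 note: cells exposed to compound for four days before flow analysis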
WT yeast gro inh mutant strain: second read-out of WT yeast gro inh, no call of its own (marks repeat the call); inhibition, %; mitochondrial fusion phenotypic screen, mutant strain inhibition
Hep lipid drop cells 6.5 µM: second read-out of Hep lipid drop, no call of its own (marks repeat the call); cell count; measured here: cell count, cytotoxicity flag;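 cells counted across two imaged fields per well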
Myeloid diff 2 GFP+ MAC1+ %: also measured in Myeloid diff 2; calls as there; GFP+ MAC1+ double positive, %; measured here: differentiation confirmed by MAC1 staining
* hit, by the source's call; i = inactive; ? = inconclusive; . = not tested or not shown; [ ] = dose if it differs, or a comment. Cut-off read from the data, not from the text of the source, unless noted: active = inhibition above about 50%; inactive = the rest.

SMILES	WT yeast gro inh	WT yeast gro inh mutant strain	human PMI inhibition	PMI inhibition	M1AAP inhibition	UTI89 phage lysis	TNAP activation fold	Hep lipid drop	Hep lipid drop cells 6.5 µM	ER stress rescue	Myeloid diff 2	Myeloid diff 2 GFP+ MAC1+ %
O=C(c1cccc(S(=O)(=O)N2CCc3ccccc3C2)c1)N1CCN(c2ccccc2)CC1	32.0	7.8	11.6%	6.9%	-1.1%	3.9%	0.9	-31.0	601	-1.8%	i	0.5
COc1ccc(C2NC(=S)NC(C)=C2C(=O)c2ccccc2)cc1OC (stereo unspecified)	-5.1	12.7	-22.6%	-56.3%	12.6%	2.2%[50 µM]	1	6.6	651	-1.7%	i	0.5
Cc1cccc(C(=O)N[C@H](C(=O)OCC(=O)NC2CCS(=O)(=O)C2)C(C)C)c1 (stereo partly specified)	2.3	-6.1	6.8%	-7.0%	0.0%	0.6%	1	1.3	639	-0.6%	i	0.7
Cc1ccc(S(=O)(=O)CCc2nnc(NC(=O)COc3cccc(C)c3)s2)cc1	32.1	6.6	-5.6%	-7.3%	-1.0%	0.2%	1.1	.	.	-1.8%	i	4.0
CCOC(=O)c1ccc(CNC(=O)c2cc(C(C)(C)C)oc2C)o1	6.5	-6.7	8.7%	2.8%	4.6%	-0.6%	1	7.8	773	5.3%	i	0.8
COCC(=O)Nc1nnc(COc2ccccc2)s1	4.3	-6.8	-5.6%	-8.9%	1.5%	0.0%	1.1	.	.	1.4%	i	1.3
CCNC(=O)CSc1nnc(CN2CCCCCC2=O)n1-c1ccccn1	-2.4	-4.9	-7.9%	-7.8%	0.4%	0.6%	1	0.0	661	-1.1%	i	0.3
Cc1ccn(CCC(=O)O)n1	0.5	8.3	7.2%	-0.8%	-5.2%	-0.6%	1.1	0.4	703	-1.0%	i	0.2
Cc1cccc(N2CCN(C(=O)CCCn3c(=S)[nH]c4cc5c(cc4c3=O)OCO5)CC2)c1C	-6.0	-3.9	6.7%	11.5%	1.5%	0.3%	1.1	.	.	-0.9%	i	1.6
CC(C)C[C@H](NC(=O)Nc1cccc(Br)c1)C(=O)O	-5.9	7.5	-11.0%	-1.3%	2.0%	0.3%	1	25.6	649	-0.5%	i	0.3
CS(=O)(=O)c1nc(-c2ccccc2)cc(C(F)(F)F)n1	33.6	49.2	-38.6%	-44.3%	13.0%	-0.8%	1	3.6	730	2.2%	?	.
CCN(CC)S(=O)(=O)c1ccc(N2CCOCC2)c(NC(=O)c2cc([N+](=O)[O-])ccc2Cl)c1	-11.6	10.8	-6.8%	-5.3%	5.4%	5.0%	1.1	2.8	692	0.1%	i	0.6
Cc1ccc(S(=O)(=O)Nc2ccc3c(c2)nc(C)n3C)cc1	.	.	.	.	4.7%	0.1%	.	-1.0	709	.	i	0.6
CC(C)NC(=O)N(Cc1ccccc1)Cc1cccs1	.	.	.	.	5.9%	1.0%	.	-21.5	698	.	i	0.4
Cc1ccccc1-n1c(=O)c2c(n3cnnc13)-c1ccccc1CC21CCCCC1	-24.3	-9.8	0.8%	-5.2%	15.6%	-0.3%	1.1	.	.	-0.5%	i	0.7
C1CCC(NC2=NCCC2)CC1	-9.1	4.4	6.0%	-0.9%	-0.1%	5.1%	0.9	.	.	-0.6%	i	1.3
Cc1ccc(-n2ncc3c(NNC(=O)c4cccs4)ncnc32)cc1	-9.0	-11.6	-2.5%	-5.5%	6.1%	0.2%	1.1	-1.8	713	0.1%	i	0.9
CC1CCCN(C(=S)NCCc2ccccc2)C1 (stereo unspecified)	3.3	3.4	6.1%	4.0%	5.3%	0.8%	1	.	.	-1.1%	i	1.9
O=C(Nc1ccccn1)c1ccc2c(c1)OCO2	12.8	31.2	-18.7%	-5.9%	3.1%	0.3%	1.1	-4.9	636	-2.3%	i	1.1
CC1CN(S(=O)(=O)c2ccc(C(=O)Nc3sc4c(c3C(N)=O)CCN(C)C4)cc2)CC(C)O1 (stereo unspecified)	7.1	3.3	0.6%	14.6%	7.3%	.	1.1	12.3	766	1.2%	.	.
COc1ccc(NC(=O)Cn2nnc(C(=O)NCCc3ccccc3)c2N)cc1	1.0	4.7	-1.8%	6.7%	-1.4%	0.2%	1.1	23.8	693	1.6%	i	0.2
CCOC(=O)C1=C(C)NC(C)=C(C(=O)OCC)C1c1cc2ccc(C)cc2[nH]c1=O	9.8	5.6	-0.8%	-6.9%	2.3%	0.1%	1.2	.	.	-0.2%	i	0.6
CCc1ccc(/C=C/C(=O)c2ccc(N3CCOCC3)cc2)cc1	31.5	6.2	22.3%	28.2%	-0.1%	0.5%[50 µM]	1	-12.7	617	0.5%	i	1.5
Cc1cccc(NC(=O)C(NS(=O)(=O)c2ccc3c(c2)CCC(=O)N3)c2ccccc2)n1 (stereo unspecified)	-2.4	-6.1	11.0%	5.7%	2.6%	1.4%	1.1	.	.	1.9%	i	6.1
O=C(NCCc1cn2ccccc2n1)c1cc(COc2c(F)cccc2F)on1	8.4	-1.3	.	.	-1.3%	1.3%	1	11.5	755	-0.5%	i	0.6
Cc1c(NC(=O)CSc2ccccc2C(=O)Nc2cccnc2)c(=O)n(-c2ccccc2)n1C	20.9	14.7	1.3%	-1.5%	3.4%	1.3%	1.2	.	.	-0.4%	i	0.7
Cc1cccc(/C=C2\Oc3cc(OS(C)(=O)=O)ccc3C2=O)c1	26.0	-4.9	15.9%	2.2%	0.7%	2.4%	1.1	0.2	665	-1.1%	i	0.1
Cn1c(N)c(C(=O)c2ccc(C#N)cc2)c(=O)n(C)c1=O	-14.1	-0.6	5.8%	2.3%	-2.7%	1.5%	1	6.8	582	-4.2%	i	1.1
COCC(=O)NCCSc1c(C)[nH]c2ccccc12	-13.2	-7.4	9.6%	13.0%	9.8%	-0.2%	1	-18.9	581	.	i	1.9
COc1ccc(/C=C/CN2CCN(CC(C)C)C(CCO)C2)cc1 (stereo unspecified)	-8.6	15.5	-5.6%	-2.8%	11.4%	-0.2%	1.1	-5.0	669	-0.3%	i	0.6
Cc1cc(C(=O)NNC(=S)NCC2CCCO2)cs1 (stereo unspecified)	2.9	10.1	-2.4%	-6.6%	-4.2%	5.8%	2.8	.	.	-1.7%	i	0.8
CCc1ccc(C(C)NC(=O)Cc2ccc(F)cc2)cc1 (stereo unspecified)	5.5	6.8	-1.1%	-5.3%	14.0%	2.5%	1.1	-5.7	638	1.7%	i	0.0
O=C(Nc1cccc2nsnc12)c1cccnc1Cl	-6.6	10.9	-0.7%	8.2%	3.0%	-1.3%	1.2	26.8	658	-0.6%	i	0.3
Cc1ccc(-n2c(=O)cc(N3CC(C)OC(C)C3)[nH]c2=O)cc1 (stereo unspecified)	-1.6	19.3	11.5%	19.7%	-2.0%	2.2%	1.1	-2.3	716	1.0%	i	3.3
Cc1ccc(NC(=O)CN(c2ccc(Cl)cc2)S(=O)(=O)c2cc([N+](=O)[O-])ccc2Cl)cc1	29.8	-3.4	-10.0%	0.4%	-0.6%	2.0%	1	-31.3	586	1.4%	i	1.5
COc1cccc(C2C(C#N)=C(N)OC(C(C)(C)C)=C2C#N)c1 (stereo unspecified)	-17.3	-3.0	6.5%	29.1%	4.2%	-0.5%	1.1	.	.	-1.6%	i	1.0
CCCCC(=O)Nc1ccc(NC(=S)NC(=O)CC)cc1OC	0.5	7.1	6.8%	3.4%	15.5%	1.8%	1.1	-5.7	665	-2.1%	i	0.8
CC(C)(C)NC(=O)COC(=O)CCC(=O)c1cccs1	-18.3	9.5	-1.0%	-2.8%	4.3%	-0.3%	1.1	-19.6	581	0.2%	i	1.1
CC1CC(=O)c2c(cc3c(-c4c(O)cc(O)c5c(O)c6c(cc45)OC(C)CC6=O)c(O)cc(O)c3c2O)O1 (stereo unspecified)	24.7	29.6	-3.3%	18.0%	64.9µM*	-15.7%	0.8	20.5	796	-1.2%	i	1.1
CC1CN(C2CCN(C(=O)COc3ccccc3)CC2)CC(C)O1 (stereo unspecified)	-19.4	-2.7	-12.7%	-16.3%	7.4%	3.8%	1.1	-5.0	733	-0.1%	i	0.5

Three compounds already listed, sorted by molecular weight, descending:
SMILES	WT yeast gro inh	WT yeast gro inh mutant strain	human PMI inhibition	PMI inhibition	M1AAP inhibition	UTI89 phage lysis	TNAP activation fold	Hep lipid drop	Hep lipid drop cells 6.5 µM	ER stress rescue	Myeloid diff 2	Myeloid diff 2 GFP+ MAC1+ %
Cc1c(NC(=O)CSc2ccccc2C(=O)Nc2cccnc2)c(=O)n(-c2ccccc2)n1C	20.9	14.7	1.3%	-1.5%	3.4%	1.3%	1.2	.	.	-0.4%	i	0.7
CCOC(=O)C1=C(C)NC(C)=C(C(=O)OCC)C1c1cc2ccc(C)cc2[nH]c1=O	9.8	5.6	-0.8%	-6.9%	2.3%	0.1%	1.2	.	.	-0.2%	i	0.6
CC(C)(C)NC(=O)COC(=O)CCC(=O)c1cccs1	-18.3	9.5	-1.0%	-2.8%	4.3%	-0.3%	1.1	-19.6	581	0.2%	i	1.1

Next section
SMILES	WT yeast gro inh	WT yeast gro inh mutant strain	human PMI inhibition	PMI inhibition	M1AAP inhibition	UTI89 phage lysis	TNAP activation fold	Hep lipid drop	Hep lipid drop cells 6.5 µM	ER stress rescue	Myeloid diff 2	Myeloid diff 2 GFP+ MAC1+ %
O=C(c1ccc(Cl)cc1)C(Cn1cncn1)C(Sc1ccccc1)c1ccccc1 (stereo unspecified)	33.0	7.8	20.1%	18.9%	-0.9%	0.0%	1	12.6	801	-2.3%	i	1.5
Cc1ccc(SCC(=O)O/N=C(\N)c2cccc([N+](=O)[O-])c2)cc1	59.1*	-14.9*	4.8%	-1.4%	4.4%	-1.1%	1	.	.	-4.7%	i	0.8
Cc1ccc(NC(=O)NC(=O)N(C(C)C)S(C)(=O)=O)nc1	-3.1	-16.9	-7.9%	-6.7%	21.3%	0.2%	0.8	30.1	658	-1.7%	i	0.8
CCCn1c(C(C)NC(C)=O)nc2ccccc21 (stereo unspecified)	6.7	2.4	10.5%	7.7%	-4.5%	0.0%	1.1	4.2	659	-3.9%	i	3.1

Rows were taken by chance, and some 4.6% of all compounds hit somewhere here.
